# Assay outcomes as filed in PubChem BioAssay.
# BoNT F protease = inhibitors of Botulinum neurotoxin F light chain protease; Multiplex microsphere protease cleavage assay, flow cytometry; inhibition, % at 10 µM; 360,000 compounds, 0.22% hits; in the data active = inhibition above about 35%, passing the limit was not always enough; inconclusive = no clear call, values can overlap the other calls; note: plate controls were buffer without enzyme for full effect and enzyme alone for no effect
# BoNT A protease = BoNT A light chain protease inhibition; multiplex microsphere protease substrate cleavage, flow cytometry; inhibition, % at 10 µM; 360,000 compounds, 0.17% hits; AID 588499; note: plate controls were buffer without enzyme for full effect and enzyme alone for no effect
# CCHF vOTU inh = blocks the CCHF virus ovarian tumor domain protease. CCHFV vOTU protease, Pep-AMC fluorescence. inhibition, % at 11.5 µM. 370,000 compounds, 0.55% hits; in the data active = inhibition above about 30%; note: 0% = vehicle wells with enzyme and 100% = no enzyme wells
# FadD28 binding = inhibitors of Mycobacterium tuberculosis FadD28 bisubstrate binding | inhibition, % at 12.5 µM | 360,000 compounds, 0.22% hits | FadD28 bisubstrate probe binding, fluorescence polarization | AID 588549; in the data active = inhibition above about 8.5%, passing the limit was not always enough; inconclusive = no clear call, values can overlap the other calls
# PfHsp40 yeast = restores yeast growth despite PfHsp40 toxicity | S. cerevisiae expressing PfHsp40, growth rescue, ATP luminescence | growth rescue, % at 12.5 µM | 340,000 compounds, 0.68% hits; in the data active = growth rescue above about 28%, passing the limit was not always enough; inconclusive = no clear call, values can overlap the other calls;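 note: yeast W303a lacking pdr1 and pdr3 grown in galactose medium; growth measured after three days at 30 °C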
# Y pestis TopoI = inhibitors of Yersinia pestis topoisomerase I; 360,000 compounds, 0.064% hits; activity, % at 10 µM; Y. pestis Topo-I cleavage product accumulation, plate reader; AID 504884; in the data active = activity above about 50%, passing the limit was not always enough; inconclusive = no clear call, values can overlap the other calls; note: inactives centre near 2
# PrPC surface inh = cell surface PrPC inhibition, primary TR-FRET screen. P04156. TR-FRET read-out. inhibition, % at 13.8 µM. 370,000 compounds, 0.43% hits; in the data active = inhibition above about 24%; note: 0% = median of the test wells and 100% = reference compound wells
# Anthrax LF prot = inhibitors of Bacillus anthracis lethal factor protease | multiplex microsphere protease cleavage assay, LF | inhibition, % at 10 µM | 360,000 compounds, 0.12% hits | AID 588501; note: plate controls were buffer without enzyme for full effect and enzyme alone for no effect
# Target sequence (P15917 whole entry, looked up): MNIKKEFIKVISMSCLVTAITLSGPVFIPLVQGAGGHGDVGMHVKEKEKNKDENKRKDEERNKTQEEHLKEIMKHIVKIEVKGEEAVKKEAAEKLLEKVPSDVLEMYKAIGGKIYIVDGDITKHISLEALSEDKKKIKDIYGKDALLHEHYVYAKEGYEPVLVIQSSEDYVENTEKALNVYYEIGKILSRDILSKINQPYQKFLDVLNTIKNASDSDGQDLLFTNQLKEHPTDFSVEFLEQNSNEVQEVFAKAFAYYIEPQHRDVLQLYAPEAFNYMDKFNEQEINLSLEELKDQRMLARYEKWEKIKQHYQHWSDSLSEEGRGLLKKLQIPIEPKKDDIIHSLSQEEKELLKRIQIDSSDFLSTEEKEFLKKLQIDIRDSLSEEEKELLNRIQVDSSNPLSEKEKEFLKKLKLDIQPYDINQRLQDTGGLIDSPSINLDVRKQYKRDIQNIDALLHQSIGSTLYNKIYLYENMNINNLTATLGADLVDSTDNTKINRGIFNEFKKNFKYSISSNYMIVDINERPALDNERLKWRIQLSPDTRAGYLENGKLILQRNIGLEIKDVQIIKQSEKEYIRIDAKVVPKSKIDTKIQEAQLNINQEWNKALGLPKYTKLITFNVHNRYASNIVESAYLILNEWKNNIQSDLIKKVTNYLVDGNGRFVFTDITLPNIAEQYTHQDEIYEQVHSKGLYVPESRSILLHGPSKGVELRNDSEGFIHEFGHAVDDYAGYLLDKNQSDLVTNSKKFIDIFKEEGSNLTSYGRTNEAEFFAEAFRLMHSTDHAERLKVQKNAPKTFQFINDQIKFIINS
# TcdB GH inh = inhibitors of Clostridioides difficile toxin B glycohydrolase; P18177; TcdB glycohydrolase enzymatic assay, plate reader; inhibition, % at 9.99 µM; 350,000 compounds, 0.24% hits; in the data active = inhibition above about 10%
# * = called active by the depositor; ? = inconclusive; · = no result given. Cut-off read from the data, not from the text of the source, unless noted: active = inhibition above about 30%; inconclusive = no clear call, values can overlap the other calls; inactive = below that.
# Field names: A = BoNT F protease; B = BoNT A protease; C = CCHF vOTU inh; D = FadD28 binding; E = PfHsp40 yeast; F = Y pestis TopoI; G = PrPC surface inh; H = Anthrax LF prot; I = TcdB GH inh
CC1CCCC(C)N1C(=O)COC(=O)c1ccccc1O (stereo not given)
  A = -6	B = -0.4	C = 2	D = -1.8	E = 0.1	F = 5	G = -1	H = -6	I = 0.7

O=C(NCCc1ccccc1)c1ccc2c(c1)S(=O)(=O)N=C1CCCCCN12
  A = 4	B = 4.5	C = 1	D = -3.4	E = 0.8	F = -8	G = 4	H = 4	I = 1.6

COc1c(Cl)cccc1-c1cn2ccc(C)cc2n1
  A = 1	B = -0.2	C = -19	D = -1.6	E = ?	F = 8	G = 0	H = 6	I = 7.7

CNC(=S)N1N=C(c2ccc(Br)cc2)CC1c1ccc(Br)cc1 (stereo not given)
  A = -4	B = -0.3	C = 7	D = -4.7	E = 0.1	F = 4	G = 4	H = -3	I = ·

Cn1c(-c2ccccc2[N+](=O)[O-])[n+](C)c2ccccc21
  A = 5	B = -0.1	C = 4	D = -3.4	E = 0.4	F = -1	G = -18	H = 3	I = 2.1

CC(C)Cn1c(=O)c2ccccc2n2c(CCC(=O)NC3CCN(Cc4ccccc4)CC3)nnc12
  A = ·	B = ·	C = 9	D = -2.4	E = -0.8	F = -6	G = -6	H = ·	I = 0.4

O=C(NNc1c(Cl)cccc1Cl)C1CCC1
  A = -5	B = -0.6	C = -11	D = -2.9	E = -1.3	F = -2	G = 3	H = 2	I = 0.7

CCCCN(C(=O)c1cccc(S(=O)(=O)N(CC)c2ccccc2)c1)c1c(N)n(CCCC)c(=O)[nH]c1=O
  A = -6	B = -0.9	C = 7	D = -0.5	E = -0.7	F = -1	G = 2	H = -6	I = 2.3

COc1cccc(N2C(=O)C3C(C2=O)C2C=CC3C23CC3)c1 (stereo not given)
  A = ?	B = -0.6	C = 3	D = -3.0	E = -1.5	F = 1	G = -1	H = 4	I = ·

Cc1cccc2cc(C#N)c(SCC(=O)NCc3cccs3)nc12
  A = -9	B = 0.6	C = -7	D = -0.7	E = -0.9	F = -9	G = -2	H = 0	I = 0.5

CC1(C)CN(c2cccc(Br)c2)C1=O
  A = -5	B = 0.0	C = 8	D = -2.2	E = 1.8	F = -10	G = 6	H = -3	I = 1.2

O=C1NC(=O)C2C1C(c1cccs1)NN2Cc1ccccc1 (stereo not given)
  A = -11	B = -0.4	C = 14	D = -0.9	E = 2.2	F = 3	G = 2	H = -4	I = 0.6

CC1(C(=O)NS(=O)(=O)c2cccc(F)c2)CCN1C(=O)Cc1ccccc1Cl (stereo not given)
  A = -3	B = -0.3	C = -1	D = -0.9	E = ·	F = 1	G = 3	H = -2	I = -0.5

O=C1c2ccccc2C(=O)N1CSc1nnnn1-c1ccccc1
  A = -4	B = -1.9	C = 8	D = -3.3	E = -0.8	F = 0	G = 16	H = -3	I = ·

CCOc1ccc(N(CC(=O)N/N=C/c2cccnc2)S(C)(=O)=O)cc1
  A = 1	B = 0.6	C = 3	D = -1.7	E = 0.7	F = 1	G = 9	H = 1	I = 1.3

# Laid out differently: results already given.
Molecule | BoNT F protease | BoNT A protease | CCHF vOTU inh | FadD28 binding | PfHsp40 yeast | Y pestis TopoI | PrPC surface inh | Anthrax LF prot | TcdB GH inh
CC1CCCC(C)N1C(=O)COC(=O)c1ccccc1O (stereo not given) | -6 | -0.4 | 2 | -1.8 | 0.1 | 5 | -1 | -6 | 0.7
O=C(NCCc1ccccc1)c1ccc2c(c1)S(=O)(=O)N=C1CCCCCN12 | 4 | 4.5 | 1 | -3.4 | 0.8 | -8 | 4 | 4 | 1.6

# (more compounds)
# Field names: A = BoNT F protease; B = BoNT A protease; C = CCHF vOTU inh; D = FadD28 binding; E = PfHsp40 yeast; F = Y pestis TopoI; G = PrPC surface inh; H = Anthrax LF prot; I = TcdB GH inh
Cc1ccc(C(=O)NC2CCN(S(=O)(=O)c3ccc(F)cc3)CC2)cc1
  A = ·	B = ·	C = 4	D = 0.2	E = 0.6	F = 3	G = -3	H = ·	I = 0.1

CCc1nc2ccc(C(=O)Nc3ccc(Cl)c(Cl)c3)cn2c1N(C)Cc1ccc(OC)cc1
  A = 2	B = -0.5	C = 11	D = -3.1	E = ·	F = 5	G = 4	H = -8	I = 0.0

COc1ccccc1NS(=O)(=O)c1cc(NC(=O)CCNC(C)=O)ccc1N1CCCCC1
  A = -39	B = -19	C = 4	D = -4.7	E = -0.9	F = 28	G = 3	H = -4	I = -0.2

Cc1cc(C)c(S(=O)(=O)NCc2ccc3c(c2)OCO3)cc1C
  A = ?	B = -5.9	C = -4	D = -2.2	E = 1.8	F = 14	G = 1	H = 3	I = 1.9

COc1cc(S(=O)(=O)NCC(c2ccco2)N2CCCCC2)ccc1NC(C)=O (stereo not given)
  A = -8	B = -0.8	C = 8	D = -0.6	E = -0.6	F = 8	G = 6	H = -3	I = -1.1

O=C(c1ccc(=O)[nH]c1)N1CCN(S(=O)(=O)c2ccccc2)CC1
  A = 13	B = 2.9	C = -10	D = 0.4	E = -1.6	F = 10	G = -1	H = -3	I = 1.0

Cn1c(SCC(=O)c2ccc3c(c2)OCO3)nnc1-c1ccccn1
  A = -5	B = 1.7	C = 5	D = -4.0	E = 0.2	F = -4	G = 8	H = -2	I = ·

COc1cc(/C=C2\SC(=S)N(CC(=O)NC3=NCCS3)C2=O)cc(OC)c1OC
  A = 5	B = 3.8	C = 1	D = -2.2	E = -0.3	F = -1	G = -3	H = 2	I = 1.6

CN(Cc1cccc2ccccc12)C(=O)c1cc(COc2c(F)cccc2F)on1
  A = -2	B = 0.7	C = -2	D = -2.9	E = 11	F = 33	G = 5	H = -1	I = 1.3

Cc1cccc(NC(=O)Cn2c(=O)n(Cc3ccco3)c(=N)c3c4c(sc32)COC(C)(C)C4)c1
  A = 9	B = 0.2	C = 12	D = -4.3	E = 0.1	F = -5	G = 4	H = -2	I = ·

COC(=O)c1ccc(NC(=O)CN2C(=O)CSC2=O)cc1
  A = 2	B = -0.6	C = 2	D = -1.4	E = -0.5	F = 6	G = -2	H = -4	I = ·

CC(=O)c1ccc(OCc2cc(C(=O)NC(C)CCn3cccn3)no2)cc1 (stereo not given)
  A = 7	B = 0.2	C = -3	D = 0.7	E = 0.2	F = 0	G = -7	H = -2	I = 1.8

Cc1cc2cc3c(cc2nc1SCc1ccccn1)OCCO3
  A = -4	B = 0.3	C = 0	D = -2.9	E = -1.0	F = 12	G = 1	H = -2	I = 0.6

O=C(CSc1nc(-c2ccc(F)cc2)cc(C(F)(F)F)n1)NCCN1CCOCC1
  A = -4	B = -0.1	C = -2	D = -5.4	E = -1.6	F = 6	G = -3	H = 1	I = 0.6

O=C1c2cccc3cccc(c23)C(=O)N1CCCN1CCN(c2ccc(F)cc2)CC1
  A = -6	B = -0.5	C = 5	D = -0.4	E = -0.4	F = 10	G = -19	H = -3	I = 1.7

# Next structures.
# Each structure is followed by: BoNT F protease	BoNT A protease	CCHF vOTU inh	FadD28 binding	PfHsp40 yeast	Y pestis TopoI	PrPC surface inh	Anthrax LF prot	TcdB GH inh
COc1ccc(Nc2oc(-c3cccs3)nc2C#N)cc1
    11	0.1	11	-1.3	0.8	-5	0	-1	·
Cc1cccc2sc(NC(=O)CNS(=O)(=O)c3ccc(Br)s3)nc12
    -15	-1.1	-4	0.6	-0.6	-5	2	-3	·
COc1ccc(Cl)cc1NC(=O)CSc1nnc(COc2ccccc2)n1C
    13	1.3	9	-0.4	0.8	15	9	-4	·
CS(=O)(=O)N(CC(=O)N1CCOCC1)c1cccc(F)c1
    ?	-0.3	-14	-2.3	-0.7	-4	5	3	0.5
CC(C)CNC(=O)c1nc(-c2ccccc2)n(-c2ccccc2)n1
    -2	0.1	-6	-4.4	0.1	9	-3	-6	·
CCOC(=O)CC(=O)CSc1nc(CC)c(C)cc1C#N
    ·	·	-6	-1.1	-1.0	-4	-3	·	-0.2
c1csc(CNc2nc3ccccc3n2CCN2CCOCC2)c1
    1	0.5	4	-4.1	2.1	-8	-7	3	·
CNc1cncc(-c2ccc(OCCCN(C)C)nc2)n1
    -3	-0.2	-318	-2.5	·	-7	-10	-4	0.1
COc1ccc(C(=O)c2ccc(Cl)cc2)c2ccccc12
    -1	0.7	2	0.5	-1.5	5	-1	-6	·
CC(C)(C)C(=O)COC(=O)c1ccc(O)cc1
    -1	0.2	16	-2.2	0.0	-1	2	1	·
CS(=O)(=O)N1CCN(c2ccc([N+](=O)[O-])c(NCCN3CCOCC3)c2)CC1
    -13	-5.1	11	-2.5	-1.6	-1	-22	-13	·
CC(C)Oc1ccc(CCNC(=O)CC2C(=O)NCCN2C)cc1 (stereo not given)
    -3	0.1	-1	-1.1	0.0	0	5	3	-0.7
CCOC(=O)CSc1ncc(-c2ccc([N+](=O)[O-])cc2)[nH]1
    0	0.2	4	0.2	-1.9	1	-29	-1	1.5
Cc1nc(NC(=S)NC(=O)COc2ccccc2Cl)ccc1Br
    4	0.4	3	-1.6	0.7	1	1	1	0.8
CCCCCCOc1ccc(C(CC(N)=O)C(=O)O)cc1 (stereo not given)
    -9	-1.4	7	-0.2	-0.6	1	-2	-6	2.4
COc1ccc(C(=O)NCC(C)(C)N2CCOCC2)cc1S(=O)(=O)N1CCCC1
    -1	-0.1	23	-2.6	-0.8	-9	4	-1	-5.3
COc1ccc(CNC(=O)[C@H](C)NC(=O)C2CCN(S(=O)(=O)c3ccc(F)cc3)CC2)cc1
    -2	-2.1	-17	-4.4	-0.7	-4	-2	1	0.4
CN(Cc1ccco1)Cc1ccc(O)c2ncccc12
    -12	-0.6	·	-1.4	0.8	-1	·	4	·
COc1ccc(NC(=O)/C(C#N)=C/C=C/c2ccco2)cc1
    -12	-0.3	17	-0.5	0.1	8	1	-4	-0.1

# Arranged by formula weight (lowest first): 12 of the compounds above.
# Each structure is followed by: BoNT F protease	BoNT A protease	CCHF vOTU inh	FadD28 binding	PfHsp40 yeast	Y pestis TopoI	PrPC surface inh	Anthrax LF prot	TcdB GH inh
CC(C)(C)C(=O)COC(=O)c1ccc(O)cc1
    -1	0.2	16	-2.2	0.0	-1	2	1	·
CN(Cc1ccco1)Cc1ccc(O)c2ncccc12
    -12	-0.6	·	-1.4	0.8	-1	·	4	·
CNc1cncc(-c2ccc(OCCCN(C)C)nc2)n1
    -3	-0.2	-318	-2.5	·	-7	-10	-4	0.1
CCCCCCOc1ccc(C(CC(N)=O)C(=O)O)cc1 (stereo not given)
    -9	-1.4	7	-0.2	-0.6	1	-2	-6	2.4
COc1ccc(NC(=O)/C(C#N)=C/C=C/c2ccco2)cc1
    -12	-0.3	17	-0.5	0.1	8	1	-4	-0.1
COc1ccc(Nc2oc(-c3cccs3)nc2C#N)cc1
    11	0.1	11	-1.3	0.8	-5	0	-1	·
CCOC(=O)CSc1ncc(-c2ccc([N+](=O)[O-])cc2)[nH]1
    0	0.2	4	0.2	-1.9	1	-29	-1	1.5
CC(C)CNC(=O)c1nc(-c2ccccc2)n(-c2ccccc2)n1
    -2	0.1	-6	-4.4	0.1	9	-3	-6	·
CC(C)Oc1ccc(CCNC(=O)CC2C(=O)NCCN2C)cc1 (stereo not given)
    -3	0.1	-1	-1.1	0.0	0	5	3	-0.7
CS(=O)(=O)N1CCN(c2ccc([N+](=O)[O-])c(NCCN3CCOCC3)c2)CC1
    -13	-5.1	11	-2.5	-1.6	-1	-22	-13	·
COc1ccc(Cl)cc1NC(=O)CSc1nnc(COc2ccccc2)n1C
    13	1.3	9	-0.4	0.8	15	9	-4	·
COc1ccc(CNC(=O)[C@H](C)NC(=O)C2CCN(S(=O)(=O)c3ccc(F)cc3)CC2)cc1
    -2	-2.1	-17	-4.4	-0.7	-4	-2	1	0.4
